Screens (PubChem)
IEC-6 cytotox = kills IEC-6 intestinal cells in KLF5 counter-screen | AID 1825 | inhibition, % at 5 µM | 290,000 tested, 0.78% active | IEC-6 cytotoxicity, luminescence viability; in the data active = inhibition above about 22%;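 also: 0% = plate median of test compound wells and 100% = cytotoxic reference compound wells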
HSF1 inh = HSF1 inhibition; activity change, negative = inhibition, % at 7.5 µM (by protocol); NIH3T3-HGL HSE-luciferase, MG132-induced, luminescence 8 h; active compounds read low; 300,000 tested, 0.77% active;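 active = more than half of replicate wells show activity change below -50%, luminescence cut by over half; inconclusive = some wells, but at most half, below -50%; inactive = no replicate well below -50%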;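 also: luciferase reports HSF-1 transcriptional activity via heat shock element; 0% = median of DMSO wells and -100% = zero luminescence signal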
aSyn UTR inh = MLPCN primary screen, SNCA 5' untranslated region; inhibition, % (tested at 7.5 µM); 300,000 tested, 0.82% active; AID 1813; alpha-synuclein 5'UTR reporter, inhibitor activity; in the data active = inhibition above about 60%; inconclusive = no clear call, values can overlap the other calls;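 also: H4 neuroglioblastoma cells stably carrying SNCA 5'UTR luciferase fusion; 0% = DMSO wells and 100% = positive control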
KLF5 inhibitor = kruppel-like factor 5 inhibition; 290,000 tested, 0.23% active; AID 1700; DLD-1 KLF5 promoter-luciferase reporter, luminescence; inhibition, % at 5 µM;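 active = inhibition above a per-plate limit of that plate's mean compound inhibition plus 3 SD, cut at about 60% in these data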;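 also: 0% = DMSO wells and 100% = LY294002 at 200 µM; higher means less KLF5 promoter-driven luciferase light; inactives centre near -14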
DYRK1A inh = inhibitors of rat Dyrk1A kinase; 310,000 tested, 0.43% active; Q63470; inhibition, % at 12.5 µM; AID 504441; ADP-Glo luminescence, NFATc1 peptide; in the data active = inhibition above about 50%;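 also: plate controls were vehicle with enzyme for no effect and no enzyme for full effect; many of its hits are not listed in these tables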
HSP90 inh = HSP90 refolding inhibition in rabbit reticulocyte lysate; luciferase refolding luminescence, 3 h; inhibition, % at 5.6 µM; 290,000 tested, 0.91% active; AID 1789;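 active = inhibition above the screen-wide mean plus 3 SD, computed separately per campaign, cut at about 16% in these data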;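 also: 0% = DMSO wells and 100% = 60 µM geldanamycin wells; inhibitors lower the luminescence because luciferase stays unfolded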
GSK3 alpha inh = human GSK-3 alpha kinase inhibition. P49840. ADP-Glo luminescence, 60 min. inhibition, % at 10 µM. 320,000 tested, 0.1% active. AID 2650;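 in the data active = inhibition above about 50%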;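 also: GST-tagged GSK-3 alpha with peptide substrate and 25 µM ATP; 0% = DMSO neutral wells and 100% = GW8510 positive control wells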
Target sequence (P49840 whole entry, looked up): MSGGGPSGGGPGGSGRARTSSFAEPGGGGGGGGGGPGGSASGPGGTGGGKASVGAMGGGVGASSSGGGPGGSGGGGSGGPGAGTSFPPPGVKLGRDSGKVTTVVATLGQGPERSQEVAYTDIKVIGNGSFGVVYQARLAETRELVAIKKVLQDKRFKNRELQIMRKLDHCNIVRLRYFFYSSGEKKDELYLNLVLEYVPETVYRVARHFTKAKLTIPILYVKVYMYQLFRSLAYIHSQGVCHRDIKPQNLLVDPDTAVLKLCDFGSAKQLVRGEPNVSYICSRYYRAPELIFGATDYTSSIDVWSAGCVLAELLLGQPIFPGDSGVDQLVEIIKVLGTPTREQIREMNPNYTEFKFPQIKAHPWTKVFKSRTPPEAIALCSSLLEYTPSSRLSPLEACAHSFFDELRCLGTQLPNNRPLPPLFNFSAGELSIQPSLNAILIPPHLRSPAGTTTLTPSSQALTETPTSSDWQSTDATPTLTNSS
GSK3B inh = human GSK3beta kinase inhibition | AID 2097 | 300,000 tested, 0.038% active | activity score (negative = inhibition), % at 10 µM | GST-GSK3beta kinase, ADP-Glo luminescence, 60 min; active compounds read low | P49841;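 active = more than half of replicate wells score below -50%, meaning over 50% inhibition versus plate controls; inconclusive = some replicates but at most half score below -50%; inactive = no replicate scores below -50%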;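 also: 0% = median DMSO wells and -100% = median GW8510 positive control wells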
Target sequence (P49841 whole entry, looked up): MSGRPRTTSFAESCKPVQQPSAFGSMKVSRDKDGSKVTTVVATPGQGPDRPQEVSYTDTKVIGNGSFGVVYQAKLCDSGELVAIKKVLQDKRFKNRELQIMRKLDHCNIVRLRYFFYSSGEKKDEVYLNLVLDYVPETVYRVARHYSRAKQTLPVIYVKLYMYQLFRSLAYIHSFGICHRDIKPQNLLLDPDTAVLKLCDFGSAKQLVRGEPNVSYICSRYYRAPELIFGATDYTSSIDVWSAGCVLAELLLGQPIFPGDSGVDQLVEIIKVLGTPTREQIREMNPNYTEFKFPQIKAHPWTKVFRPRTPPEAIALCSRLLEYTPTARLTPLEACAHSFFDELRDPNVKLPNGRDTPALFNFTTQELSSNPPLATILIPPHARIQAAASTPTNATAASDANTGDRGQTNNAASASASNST
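Assay system: GST-tagged human GSK3beta kinase, cell-free; Input: 1.6 ng GSK3beta; Medium: Tris/MgCl2 kinase buffer; Timing: 60 min enzyme reaction, room temperature; Signal: ADP-Glo luminescence quantifying ADP generated by kinase; Evaluation: score relative to plate controls; Benchmarks: DMSO neutral wells and GW8510 at 20 µM as positive.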
HSF-1 act = increases HSF-1 driven luciferase reporter signal. NIH3T3-HGL HSF-1 luciferase reporter, MG132, 8 h; 100% = twice DMSO control signal. activation, % at 9 µM. 300,000 tested, 1.7% active;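 active = mean replicate activation of at least 50% with a set share of replicates each reaching 50%; inconclusive = only one of those two conditions met; inactive = mean below 50% and too few replicates reaching it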;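 also: 0% = median of the neutral control wells and 100% = twice that signal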
Platelet DG rel = modulates dense granule release in human platelets | human platelet-rich plasma, SFLLRN dense granule ATP release, luminescence | inhibition, %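 (compounds screened at 7.5 µM in platelet-rich plasma)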 | AID 1663 | 300,000 tested, 0.22% active;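 active = mean replicate score, as percent of positive control, at or above 50; inconclusive = mean below 50 but at least one replicate at or above 50; inactive = mean and every replicate below 50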
The depositor's hits bear a star; ? = inconclusive; · = not tested or not shown. Not all compounds are listed; the hit share may differ from the screen's.

SMILES	IEC-6 cytotox	HSF1 inh	aSyn UTR inh	KLF5 inhibitor	DYRK1A inh	HSP90 inh	GSK3 alpha inh	GSK3B inh	HSF-1 act	Platelet DG rel
Cc1ccccc1OCC(O)CN1CCC(C)CC1 (stereo not drawn)	7	1	-7	-22	-4	0	-5	1	5	3
Cc1ccc(C(=O)N/C(=C\c2ccc3c(c2)OCO3)C(=O)Nc2ccc(C(=O)O)cc2)cc1	2	-4	-37	-12	6	0	0	3	-10	-4
CCCC(CCC)n1[nH]c(=O)c2c(C)cc(C)nc21	2	·	·	-7	-3	-3	-1	2	·	·
Cc1cc(NC(=O)CN2CCCCC2)no1	-2	·	8	-27	2	-1	0	0	·	9
Cn1c(SCC(=O)Nc2ccccc2)nnc1C(F)(F)F	-3	·	3	-9	3	2	-3	4	·	2
CC(C)(C)N1CC(C(=O)O)CC1=O (stereo not drawn)	-4	-5	12	7	-3	-3	0	3	9	11
O=C(CNS(=O)(=O)c1c(Cl)cccc1Cl)OCc1csc(-c2ccccc2)n1	-2	-10	-43	-10	3	0	-1	3	1	0
CON(c1nc(N(C)C)nc(N(C)C)n1)S(=O)(=O)c1ccccc1Cl	-5	7	22	-17	1	-2	0	-1	0	0
COc1ccc(CN2C(=O)[C@@H]3Cc4c([nH]c5ccccc45)C(C)(C)N3C2=O)cc1	·	22	34	·	-12	·	-2	3	10	-3
COc1ccc2c(c1)c(C(C)=O)c(C)n2CCc1ccc(OC)c(OC)c1	3	-6	-10	-16	8	-2	-1	-1	-10	-9
CC1CN2C(c3ccc([N+](=O)[O-])cc3)=CSC2=N1 (stereo not drawn)	-7	0	16	-24	8	-1	-1	-1	7	9
CCn1c(COc2ccc(=O)n(-c3ccccc3)n2)nnc1SCc1ccc(C)cc1	0	-18	13	-5	1	-1	2	1	-28	-5
COC(=O)C(NC(=O)c1ccccc1)(Nc1cc(C)cc(C)n1)C(F)(F)F (stereo not drawn)	0	-12	4	-18	1	4	3	1	-5	1
CCCC1=C(C(=O)OCC)C(c2ccc(N(C)C)cc2)n2ncnc2N1 (stereo not drawn)	-2	7	25	7	-2	1	26	1	19	8
Cc1ccc(C)c(S(=O)(=O)N2CCCCC2CCNC(=O)C(=O)NCc2cccnc2)c1 (stereo not drawn)	·	4	12	·	1	·	1	5	35	-1
Cc1cccc(-c2nc(C#N)c(N3CCCCCC3)o2)c1	-4	7	-68	-44	11	3	-1	-4	34	-2
O=C(Nc1ccc(S(=O)(=O)Nc2ncccn2)cc1)c1cccc(S(=O)(=O)N2CCCC2)c1	1	-2	6	-1	-5	-1	-1	2	-4	-4
C=CCn1c(SCC(=O)NC2CCCCC2)nnc1-c1sc(N)nc1C	-4	4	-1	-15	5	-1	-1	0	4	1
O=c1c2ccccc2nc2n1CCN2Cc1ccc(Cl)cc1	-6	2	-30	11	0	-3	-4	2	-4	0
O=C(N/N=C/c1cccc(O)c1)NC1CCCCC1	0	3	-29	-56	4	1	-3	-2	6	1
O=C(CN1CCOc2ccccc21)NCc1cccs1	0	2	-5	-28	17	0	0	1	-12	-1
CN(CCC#N)C(=O)Cn1nc(Cc2ccncc2)c2ccccc2c1=O	-9	-8	20	-44	4	-4	-1	1	0	-2
Cc1cc(C(=O)CCC(=O)NNC(=O)c2ccccc2O)c(C)s1	·	1	-8	·	4	·	2	-1	27	0
O=C(COc1ccc2c3c(c(=O)oc2c1)CCC3)N1CCN(c2ccccc2)CC1	3	0	-3	-21	-5	1	3	3	9	0
CC(=O)N=C1SC2CS(=O)(=O)CC2N1c1ccc(-c2nc3ccc(C)cc3s2)cc1 (stereo not drawn)	-8	0	-164	-43	·	0	-3	-2	3	-3
c1ccc(Nc2c(-c3ccco3)nc3ccccn23)cc1	2	44	-14	-14	·	-8	-1	2	81*	0
O=c1[nH]c(CN2CCOCC2)nc2cc(Cl)ccc12	8	-3	-4	-2	11	0	-4	3	33	-3
CC(=O)Nc1cccc(N=NN2CCCCC2)c1	-6	·	·	-21	-8	2	-3	-1	·	·
COC(=O)c1ccc(CSc2nnc(Nc3ccc(C)cc3)s2)o1	-2	8	10	-30	-2	2	0	4	5	6
CC(=O)N1CCN(c2ccccc2NC(=O)COc2cc(C)ccc2C(C)C)CC1	3	·	·	-12	9	5	-3	1	·	·
COc1ccccc1NC(=O)C(NC(=O)c1ccc(C)cc1)c1ccccc1 (stereo not drawn)	-8	-1	-12	-28	1	-1	-1	1	35	-5
COC(CNC(=O)c1ccc(CS(=O)(=O)c2c(Cl)cccc2Cl)o1)OC	5	-1	-4	-38	-4	-3	-1	0	-4	1
Cc1ccc(C)c(NC(=O)CSc2nc3ccc(N4C(=O)c5ccccc5C4=O)cc3s2)c1	7	12	17	-1	0	1	2	1	9	7
O=C(Nc1ccc(F)cc1F)N1CCCN(c2ccc(C(F)(F)F)cn2)CC1	2	-2	8	5	·	0	-1	-5	-1	2
O=C(CSCc1ccc(Cl)cc1Cl)Nc1ccc(O)cc1C(=O)O	-5	-1	-1	-30	1	-1	-5	5	-15	3
Cc1nc(NC(=O)c2ccccc2)sc1C1(C)CC(c2ccc(OC(F)(F)F)cc2)=NO1 (stereo not drawn)	·	-2	-43	·	·	·	-5	-1	4	3
C=CCNC(=O)c1ccccc1NC(=O)c1ccccc1SC	-1	-2	20	1	2	-2	-1	-3	-7	4
COc1ccccc1C(=O)N/C(=C\c1ccc(Br)cc1)C(=O)N1CCCC1	-10	2	12	6	·	-1	3	2	-7	11
CCCS(=O)(=O)c1c(S(=O)(=O)CCC)c2ccc(C(N)=O)cn2c1C(=O)c1ccc(OC)cc1	-2	3	21	4	·	-1	-1	-1	0	5
CCOc1ccc(NC(=O)c2c(NC(=O)CN3CCN(C)CC3)sc3c2CCC3)cc1	5	-3	-14	17	-6	2	-1	-3	11	20
O=C(COC(=O)c1ccc(Cl)cc1[N+](=O)[O-])NC(=O)c1ccccc1	8	-6	-5	6	-3	4	-2	-1	-14	11
CCC(C)(C)NC(=O)C1CC(=O)N(CCc2ccc(F)cc2)C1 (stereo not drawn)	-2	0	15	-20	-2	1	-2	-2	30	1
COc1ccc(C2=Nn3c(nnc3-c3ccccc3)SC2)cc1OC	-2	-3	?	-26	6	-9	-2	-1	28	0
CC(C)(C)n1ncc2c(=O)n(CC(=O)N3CCN(c4ccccc4)CC3)cnc21	-1	·	·	7	-2	0	·	·	·	·
Cc1cc(=O)n(Cc2ccccc2)c2ccccc12	3	-19	28	-34	8	-2	-1	0	-24	-2
CC[N+](C)(CC)CC(O)COCC1COc2ccccc2O1 (stereo not drawn)	-10	0	5	-24	11	3	-2	5	6	2
COC(=O)c1cccc(NC(=O)Nc2ccc(Cl)cc2Cl)c1	4	9	-103	2	-30	0	-1	0	16	19
Cc1nc(-c2c(-c3ccc(O)cc3O)noc2C(F)(F)F)cs1	-2	-4	-26	-16	5	3	1	-3	-11	-1
CCC(=O)c1ccc(OC(=O)c2cccs2)cc1	-2	2	-10	-17	1	-3	-1	-1	7	-10
CCN(CC)C(=O)c1c[nH]c2ccc(S(=O)(=O)Nc3cc(C)cc(C)c3)cc2c1=O	2	·	·	-25	-8	-1	0	·	·	·
Cc1oc(-c2ccc(Cl)cc2)cc1-c1nn2c(-c3ccoc3C)nnc2s1	-11	2	-25	-11	-5	1	-3	-5	-13	1
N#C/C(=C\c1c(N2CCC(C(N)=O)CC2)nc2ccccn2c1=O)S(=O)(=O)c1ccc(Cl)cc1	0	-4	-13	0	-5	3	0	-1	8	3
CC(C)(C(=O)O)n1cncn1	-5	-2	11	-33	6	-1	1	-2	-11	8
Cc1cc(N2CC(C)OC(C)C2)nc(C(C)C)n1 (stereo not drawn)	0	-5	9	-11	·	-1	0	-3	9	-3
CCOc1ccc2[nH]c(=O)c(CN(CC3CCCN3CC)C(=O)NCc3ccccc3)cc2c1 (stereo not drawn)	2	3	-19	-9	9	1	-1	2	-3	0
O=C(CNC(=O)c1ccccc1F)NCCc1ccc(Cl)cc1Cl	-5	1	3	-35	-4	3	0	-1	2	3
CC1C(=O)NN=C1C(=O)N/N=C/c1cccs1 (stereo not drawn)	-1	-3	0	-13	-2	-2	0	1	7	4
COc1ccc(N2CCN(C(=O)c3ccc(C)cc3)CC2)c([N+](=O)[O-])c1	0	-9	28	-6	·	-4	-1	2	7	1
N#Cc1ccccc1NC(=O)C(=O)NCCCN1CCCC1=O	·	-2	-2	·	12	·	-2	2	-8	5
CCOc1ccc(S(N)(=O)=O)cc1-c1nc2c(C(C)(C)C)nn(C)c2c(=O)[nH]1	-2	7	38	-5	-5	7	3	-1	18	12

Individual results from the entries so far.
`Cc1cc(N2CC(C)OC(C)C2)nc(C(C)C)n1` (stereo not drawn) – Platelet DG rel: -3
`CCC(C)(C)NC(=O)C1CC(=O)N(CCc2ccc(F)cc2)C1` (stereo not drawn) – Platelet DG rel: 1

Going on with the list.
SMILES	IEC-6 cytotox	HSF1 inh	aSyn UTR inh	KLF5 inhibitor	DYRK1A inh	HSP90 inh	GSK3 alpha inh	GSK3B inh	HSF-1 act	Platelet DG rel
c1ccc(Cn2ncc3c(NCc4ccco4)ncnc32)cc1	0	2	2	19	-4	0	-3	-1	-1	-3
CCOC(=O)c1ccccc1NS(=O)(=O)c1ccc(OC)cc1	3	-12	-3	8	3	-1	2	0	-3	-1
O=C(NCCO)/C(=C\c1ccc([N+](=O)[O-])o1)NC(=O)c1ccccc1	-1	0	11	-15	3	4	3	-1	-2	8
COc1ccccc1Nc1ccc(NS(=O)(=O)c2ccc(C(C)=O)cc2)cc1	-6	14	-4	-34	2	0	-6	-1	?	2
OC(c1ccc(F)cc1)C(CN1CCOCC1)c1ccccc1 (stereo not drawn)	0	4	-7	-39	-1	-5	-2	3	-4	3
OC(COCc1ccco1)CN1CCN(C(c2ccccc2)c2ccccc2)CC1 (stereo not drawn)	7	-6	3	-31	-6	5	-1	0	2	-7
Cc1ccc(C(=O)ONc2ccc(N=O)cc2)cc1	1	1	-10	-32	-5	3	1	1	20	59*
C[N+](C)(C)CC(=O)N/N=C/c1c2ccccc2cc2ccccc12	6	0	10	-22	·	-2	1	3	3	-4
N#C/C(=C\c1ccccc1)C(=O)NC(=O)Oc1ccccc1	-2	-6	-29	6	-15	4	1	1	0	-3
C/C(=N\NC(=O)CCc1ccc(S(=O)(=O)N2CCOCC2)cc1)c1ccc(OC(F)F)cc1	-7	-2	14	1	0	1	·	0	-8	-5
CS(=O)(=O)N(Cc1ccc(Cl)cc1)c1ccc(C(=O)Nc2cccnc2)cc1	-1	-3	26	16	0	-2	-2	-2	-15	-12
Cn1cnc2cc(NS(=O)(=O)c3ccc(Br)cc3)ccc21	2	9	-6	-13	-2	-3	-3	1	6	-9
O=C(OCC(F)(F)C(F)F)c1ccccc1C(=O)Oc1ccc(F)cc1F	-3	1	-21	-16	-8	0	-1	1	1	-2
